CCHF vOTU inh: blocks the CCHF virus ovarian tumor domain protease; AID 651958; 0.55% of 370,000 active; inhibition, % at 11.5 µM; CCHFV vOTU protease, Pep-AMC fluorescence; further: 0% = vehicle wells with enzyme and 100% = no enzyme wells
UGM FP inh: blocks M. tuberculosis UGM enzyme; P9WIQ1; purified UGM, fluorescence polarization probe displacement; inhibition, % at 10 µM; 0.06% of 320,000 active; in the data active means inhibition above about 10%, passing the limit was not always enough; inconclusive means no clear call, values can overlap the other calls
Target sequence (P9WIQ1 whole entry, looked up): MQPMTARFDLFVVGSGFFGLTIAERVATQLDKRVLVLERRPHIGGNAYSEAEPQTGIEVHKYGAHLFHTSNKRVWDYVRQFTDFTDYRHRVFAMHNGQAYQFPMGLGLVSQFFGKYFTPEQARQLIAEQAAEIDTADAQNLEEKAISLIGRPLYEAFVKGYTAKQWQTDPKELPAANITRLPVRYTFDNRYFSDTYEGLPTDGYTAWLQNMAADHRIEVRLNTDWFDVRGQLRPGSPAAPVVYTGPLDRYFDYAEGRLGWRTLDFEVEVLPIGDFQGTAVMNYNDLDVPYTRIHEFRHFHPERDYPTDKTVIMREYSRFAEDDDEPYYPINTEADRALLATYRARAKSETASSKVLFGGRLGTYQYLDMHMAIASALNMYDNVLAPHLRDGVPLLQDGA
Rv3671c protease: inhibits the M. tuberculosis serine protease Rv3671c. P9WHR9. inhibition, % at 5.96 µM. 0.048% of 320,000 active; in the data active means inhibition above about 38%;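 further: extracellular domain of Rv3671c used as enzyme; 0% = enzyme with DMSO and 100% = no enzyme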
Target sequence (P9WHR9 whole entry, looked up, the tested form may be a part): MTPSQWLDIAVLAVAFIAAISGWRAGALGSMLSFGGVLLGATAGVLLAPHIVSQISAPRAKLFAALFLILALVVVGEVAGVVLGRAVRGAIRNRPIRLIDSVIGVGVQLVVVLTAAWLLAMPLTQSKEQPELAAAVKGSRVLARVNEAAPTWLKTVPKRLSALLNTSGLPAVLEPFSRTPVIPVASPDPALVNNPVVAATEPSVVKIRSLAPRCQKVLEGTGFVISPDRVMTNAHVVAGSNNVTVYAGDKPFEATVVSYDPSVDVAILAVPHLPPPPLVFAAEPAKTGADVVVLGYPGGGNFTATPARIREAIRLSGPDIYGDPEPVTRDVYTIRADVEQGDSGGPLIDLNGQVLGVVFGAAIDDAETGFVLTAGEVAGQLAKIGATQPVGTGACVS
FadD28 binding: blocks FadD28 binding to the bisubstrate probe. 0.22% of 360,000 active. inhibition, % at 12.5 µM. fluorescence polarization. AID 588549; in the data active means inhibition above about 8.5%, passing the limit was not always enough; inconclusive means no clear call, values can overlap the other calls
Mtb BioA inh: inhibitors of Mycobacterium tuberculosis BioA enzyme; AID 602481; inhibition, % at 9.99 µM; 0.096% of 360,000 active; purified M. tuberculosis BioA enzyme, plate reader; in the data active means inhibition above about 40%; inconclusive means no clear call, values can overlap the other calls
BoNT F protease: BoNT F light chain protease inhibition | inhibition, % at 10 µM | 0.22% of 360,000 active | AID 588497 | Multiplex microsphere protease cleavage assay, flow cytometry; in the data active means inhibition above about 35%, passing the limit was not always enough; inconclusive means no clear call, values can overlap the other calls; further: plate controls were buffer without enzyme for full effect and enzyme alone for no effect
Mtb FBA inh: inhibitors of M. tuberculosis fructose-bisphosphate aldolase | P9WQA3 | inhibition, % at 1 µM | purified M. tuberculosis FBA, fluorescence read-out | 2.3% of 360,000 active | AID 588726; in the data active means inhibition above about 27%;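 further: 0% = vehicle and 100% = reference inhibitor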
VHR inh abs: blocks human VHR1 dual specificity phosphatase; P51452; recombinant VHR phosphatase, pNPP absorbance; inhibition, % at 13.3 µM; 0.52% of 290,000 active; AID 1654; in the data active means inhibition above about 50%; further: some compounds called inactive have numbers as strong as hits
Target sequence (P51452 whole entry, looked up): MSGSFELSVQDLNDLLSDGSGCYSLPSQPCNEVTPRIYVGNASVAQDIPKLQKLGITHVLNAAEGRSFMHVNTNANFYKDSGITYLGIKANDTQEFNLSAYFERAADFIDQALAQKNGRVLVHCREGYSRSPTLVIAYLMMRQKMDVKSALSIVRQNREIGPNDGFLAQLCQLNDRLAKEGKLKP
GDH-TPI counter: GDH-TPI coupled enzyme inhibition counter-screen; GDH-TPI coupled enzyme counterscreen, NADH absorbance; inhibition, % at 4.8 µM; 1.2% of 360,000 active;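 further: 0% = DMSO wells and 100% = wells lacking the enzyme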
MazF activator: MazEF (E. coli) toxin RNase activation. P0AE70. FAM/BHQ RNA-DNA oligo cleavage fluorescence, 5 h. activation, % at 20 µM. 0.32% of 350,000 active; in the data active means activation above about 50%
Target sequence (P0AE70 whole entry, looked up): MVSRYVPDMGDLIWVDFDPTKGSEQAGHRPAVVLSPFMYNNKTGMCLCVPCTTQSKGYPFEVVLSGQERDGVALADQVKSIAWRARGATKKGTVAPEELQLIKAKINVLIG
* hit, by the source's call; ? = inconclusive; · = no result given. Unless noted, no stated cut-off is given here; in the data, active means inhibition above about 30%; inactive means the rest. No enrichment for hits. Share with any hit: about 4.9%.

nr	SMILES	BoNT F protease	Rv3671c protease	Mtb FBA inh	UGM FP inh	Mtb BioA inh	MazF activator	VHR inh abs	GDH-TPI counter	FadD28 binding	CCHF vOTU inh
1	Cc1noc(C)c1C(=O)N1CCC2(CC1)OCCO2	-2	4	1	1.3	·	3	13	-4	-2.5	5
2	COc1ccccc1COCC(O)CNCC1(N2CCCCC2)CCCCC1 (stereo not given)	1	-1	3	-0.3	-1.7	16	-5	1	-0.5	-3
3	CN(CCCOc1ccccc1Br)Cc1ccccc1	-2	-1	2	3.1	·	3	33	3	0.3	-8
4	Cc1cc2c(nn1)CCC/C2=N\O	1	1	-1	-1.3	-1.0	0	-5	0	-2.3	-2
5	CCOc1ccc(NC(=O)Nc2ccc(Cc3ccncc3)cc2)cc1	-4	3	-2	-0.6	0.1	4	18	1	2.0	-4
6	CCOC(=O)c1cc2c(ccn2C)n1CC(=O)N1C(C)CCCC1C (stereo not given)	-12	-1	2	-0.1	·	7	25	4	0.0	-7
7	COc1ccc(-n2c(/C=C/c3ccc(O)cc3)nc3ccccc3c2=O)cc1	·	-6	1	1.7	1.6	34	15	57*	1.1	4
8	CCOC(=O)C(/C=C(\C#N)C(=O)OCC)=C(/N)N1CCN(c2ccccc2)CC1	-11	4	0	3.3	-4.2	-2	18	36*	-1.3	33*
9	S=C(NCCCN1CCOCC1)NCCCN1CCOCC1	-2	-2	0	0.1	-0.9	3	·	6	1.0	-6
10	Cn1c(=O)c2c(ncn2CCC(=O)N/N=C/c2cccnc2)n(C)c1=O	?	-1	-2	5.0	3.8	2	-1	-5	-2.6	-2
11	Cc1[nH]c2ccccc2c1/C=N/O	5	1	4	0.7	0.0	5	-8	-1	0.6	0
12	Cc1cn([C@H]2C[C@H](O)[C@@H](CCC(=O)NCC(c3ccccc3)c3ccccc3)O2)c(=O)[nH]c1=O	-12	·	-5	·	-0.8	·	·	·	-4.8	-5

nr	SMILES	BoNT F protease	Rv3671c protease	Mtb FBA inh	UGM FP inh	Mtb BioA inh	MazF activator	VHR inh abs	GDH-TPI counter	FadD28 binding	CCHF vOTU inh
13	Cc1[nH]c2ccccc2c1C(=O)C(=O)NCc1ccncc1	?	1	-1	0.2	-0.4	3	·	19	-4.0	-6
14	CCCCCCCC[n+]1cccc2c3ccccc3ccc21	4	3	67*	-1.6	·	26	29	-3	-4.3	-82
15	COc1ccc(NC(=O)c2cc(S(=O)(=O)N3CCCCC3)ccc2N2CCCCC2)cn1	-2	5	3	-0.2	-1.6	2	-5	8	0.6	2
16	COc1cccc(-c2c(-c3cc(OC)cc(OC)c3)n(C)c3ccc(-c4cccc5[nH]ccc45)cc23)c1	0	-4	54*	0.8	-1.2	-20	·	25	-2.1	-12
17	COc1ccc(CN2C(=O)CCC2(C)C(=O)NC2CCCCCC2)cc1 (stereo not given)	1	8	-1	0.8	2.6	11	0	-5	0.1	-11
18	Cc1sc(NC(=O)c2ccc(=O)n(C)n2)nc1-c1ccccc1	-5	-8	1	2.7	5.8	5	12	1	-4.0	1
19	CCC(c1nnnn1Cc1cccs1)N1CCN(C2CCCC2)CC1 (stereo not given)	-28	5	-6	2.8	4.8	-3	3	2	-0.2	-3
20	COc1ccc(NC(=O)c2cccc(N3C(=O)c4ccc(C(=O)Nc5ccc(OC)c(O)c5)cc4C3=O)c2)cc1O	-3	6	0	1.1	-1.0	13	5	6	-1.7	1
21	COc1ccc(/C=C2\SC(=S)N(CC(=O)NCCO)C2=O)cc1	-3	8	0	0.9	·	-4	27	12	-1.0	-9
22	CN1CCN(c2ncnc3c2ncn3[C@H]2CN(Cc3ccccc3)C[C@@H](CO)O2)CC1	0	·	-1	·	-1.2	·	·	-2	-1.2	-11
23	CCCc1nnc(NC(=O)CCC(=O)NCCc2ccc(Cl)cc2)s1	9	3	1	0.2	-2.2	2	-3	-2	0.3	11
24	CCCCNC(=S)NC(=O)c1ccc([N+](=O)[O-])cc1	-5	5	-1	-0.6	1.2	1	7	0	-5.1	-7

nr	SMILES	BoNT F protease	Rv3671c protease	Mtb FBA inh	UGM FP inh	Mtb BioA inh	MazF activator	VHR inh abs	GDH-TPI counter	FadD28 binding	CCHF vOTU inh
25	CC(NC(=O)c1ccc2c(c1)OCO2)C(c1cccs1)N1CCOCC1 (stereo not given)	-8	-1	3	0.5	-0.6	4	19	7	-1.7	-17
26	CCCOc1ccc(CNC(=O)c2ccc3c(c2)N(CC)CCS3)cc1	-6	17	75*	3.5	-1.6	1	-14	1	-1.6	-22
27	Cc1c(OCC(=O)N2CCC(C(=O)O)CC2)ccc2c1oc(=O)c1ccccc12	1	1	142*	-3.2	4.1	1	4	11	-6.0	-127
28	O=c1[nH]c(=S)[nH]c2c1CN(Cc1ccc(F)cc1)CC2	-3	-4	25	2.3	0.2	-38	2	23	-0.4	7
29	Cc1cc(C)n2nc(SCC(=O)NC(=O)c3ccc(OC(F)F)cc3)nc2n1	5	5	1	-2.2	6.2	0	·	9	-0.6	-8
30	CC(=O)Nc1cccc(-c2csc(N)n2)c1	-16	-2	5	-1.6	·	8	15	1	0.6	-4
31	O=C1CC(c2ccccc2)CC(O)=C1C=NCc1ccco1 (stereo not given)	-1	-5	-2	0.3	2.3	3	2	0	-0.2	-15
32	O=c1c2[nH]c3ccc(F)cc3c2ncn1CCN1CCOCC1	0	0	5	-0.2	1.4	-3	23	14	-6.1	7
33	O=C1CCCC/C1=C/Nc1ccc(C(=O)O)cc1	-5	-1	1	1.7	-0.2	-13	33	19	-2.1	-8
34	CCOc1cc(/C=C/C(=O)OCC(=O)NCC2CCCO2)cc(Cl)c1OC (stereo not given)	-13	2	12	2.2	0.3	-3	·	11	-0.4	-1
35	COc1ccc(OC)c(/C=C2\Oc3cc(OCC(=O)N4CCC(C(=O)O)CC4)ccc3C2=O)c1	0	-10	-3	1.1	1.6	-16	-12	30	1.2	-2
36	CC(=O)OCC1=C(C(=O)O)N2C(=O)C(NC(=O)CCn3nc(C(F)(F)F)c(Br)c3C3CC3)C2SC1 (stereo not given)	-4	-3	-3	3.4	·	0	2	-5	-3.5	-6

nr	SMILES	BoNT F protease	Rv3671c protease	Mtb FBA inh	UGM FP inh	Mtb BioA inh	MazF activator	VHR inh abs	GDH-TPI counter	FadD28 binding	CCHF vOTU inh
37	O=C(Nc1ccc2[nH]c(=O)[nH]c2c1)c1cc(F)c(F)cc1Cl	-2	9	-2	0.3	0.0	7	-5	14	-3.7	-7
38	Cc1nnc(NC(=O)CSc2nc(C(C)C)nc3ccccc23)s1	1	1	-3	-1.2	1.4	4	2	2	1.4	-1
39	COc1ccc(-c2cc(NC=O)c3ncc(-c4ccc(OC)c(OC)c4)n3c2)c(OC)c1	-4	·	3	·	-1.4	·	·	-1	0.7	2
40	COc1ccc(-c2cc(=O)n(-c3nc4ccccc4[nH]3)[nH]2)cc1	2	5	27	-1.0	-0.1	-1	-5	-1	-1.2	-32
41	Cc1n[nH]c(=O)nc1NCc1ccco1	7	0	1	2.3	-0.7	4	-1	17	-0.4	-4
42	O=C(c1cnc2n(c1=O)CCS2)N1CCN(c2ccc([N+](=O)[O-])cc2)CC1	-2	2	-11	-2.6	0.8	4	11	12	0.3	11
43	CCC1(c2ccc(F)cc2)NC(=O)N(CC(=O)Nc2cccnc2Cl)C1=O (stereo not given)	0	-7	-1	-1.2	-3.5	-10	·	6	-0.4	19
44	COC(=O)c1ccccc1NC(=O)CN1CCC(n2nnc3cc(F)ccc32)CC1	-7	-12	2	2.1	-0.9	-12	16	-2	-4.4	-5
45	COc1ccc(-c2ccc(C(=O)Nc3ccc(Cl)cc3)c3occc23)c(C)c1	-7	·	-1	·	-1.6	·	·	17	-0.9	-4
46	CCCCNC(=O)N1CCN(S(C)(=O)=O)CC1	1	10	-3	1.8	·	7	28	-1	-3.6	-10
47	COc1ccc(NC(=O)/C(N=Nc2cccc(S(=O)(=O)Nc3ccc(SC(F)F)cc3)c2)=C(\C)O)cc1	-10	·	0	·	-0.2	5	·	14	-1.9	1
48	COc1ccc(-c2cc(C(=O)O)c3ccccc3n2)c(OC)c1	7	-8	7	0.5	-2.3	10	-6	12	-3.8	-1

nr	SMILES	BoNT F protease	Rv3671c protease	Mtb FBA inh	UGM FP inh	Mtb BioA inh	MazF activator	VHR inh abs	GDH-TPI counter	FadD28 binding	CCHF vOTU inh
49	COc1ccc(NS(=O)(=O)c2cc([N+](=O)[O-])ccc2N/N=C\c2c(C)[nH]c3ccccc23)cc1	-50	-3	-2	-0.3	-0.4	1	12	-8	-6.4	12
50	CC1(C(=O)NS(=O)(=O)Cc2ccccc2)CCN1C(=O)c1ccc(C2CCCCC2)cc1 (stereo not given)	-39	·	0	·	-0.4	·	·	-1	-1.9	2
51	Cc1cc(NC(=O)Nc2ccccc2F)ccc1Br	1	-2	1	-1.3	-1.2	4	17	7	-2.0	7
52	O=C(O)C1CCC(N2C(=O)C3CCCCC3C2=O)CC1 (stereo not given)	-9	-1	4	1.9	-0.5	-1	12	2	-1.1	-6
53	Nc1nc2n(n1)C(c1cccc(Cl)c1)CC(c1ccc(F)cc1)N2 (stereo not given)	-1	5	1	-0.1	2.9	4	32	-7	1.1	-3
54	C=CCn1c(SC2CCOC2=O)nc2sc(C)c(C)c2c1=O (stereo not given)	?	3	2	1.7	3.7	10	-5	9	-7.2	11
55	CC1=C(C(=O)N(C(C)C)C(C)C)CC(CC(=O)NCC2CCCCC2)C(=O)N1Cc1ccc(F)cc1 (stereo not given)	-10	·	0	·	4.3	·	·	·	-5.7	8
56	COc1ccc(C2(C)NC(=O)N(CC(=O)NCC(=O)Nc3ccc(F)c(F)c3F)C2=O)cc1OC (stereo not given)	-4	0	2	-1.5	-1.0	-1	·	7	-0.4	-6
57	COc1ccc(CN2C(=O)C(CC(=O)NCCCN(C)C)CC(C(=O)N3CCOCC3)=C2C)cc1 (stereo not given)	-4	·	7	·	1.4	·	·	·	0.7	0
58	COc1ccc2ccccc2c1C1CC(=O)N2CN(C)CSC2=C1C#N (stereo not given)	-1	0	-3	2.7	1.0	-1	19	-1	-2.5	79*
59	Cc1cccc2c1CC(C)(C)N=C2C1=C(O)CCCC1=O	4	-5	1	-0.6	-1.3	-3	7	4	-3.3	6
60	O=C(c1cc([N+](=O)[O-])ccc1N1CCOCC1)N1CCN(S(=O)(=O)c2cc(Cl)ccc2Cl)CC1	?	-34	-2	-0.9	1.1	-3	·	9	-0.6	7

Ten structures from above, arranged by molar mass, rising:
nr	SMILES	BoNT F protease	Rv3671c protease	Mtb FBA inh	UGM FP inh	Mtb BioA inh	MazF activator	VHR inh abs	GDH-TPI counter	FadD28 binding	CCHF vOTU inh
52	O=C(O)C1CCC(N2C(=O)C3CCCCC3C2=O)CC1 (stereo not given)	-9	-1	4	1.9	-0.5	-1	12	2	-1.1	-6
59	Cc1cccc2c1CC(C)(C)N=C2C1=C(O)CCCC1=O	4	-5	1	-0.6	-1.3	-3	7	4	-3.3	6
48	COc1ccc(-c2cc(C(=O)O)c3ccccc3n2)c(OC)c1	7	-8	7	0.5	-2.3	10	-6	12	-3.8	-1
53	Nc1nc2n(n1)C(c1cccc(Cl)c1)CC(c1ccc(F)cc1)N2 (stereo not given)	-1	5	1	-0.1	2.9	4	32	-7	1.1	-3
58	COc1ccc2ccccc2c1C1CC(=O)N2CN(C)CSC2=C1C#N (stereo not given)	-1	0	-3	2.7	1.0	-1	19	-1	-2.5	79*
50	CC1(C(=O)NS(=O)(=O)Cc2ccccc2)CCN1C(=O)c1ccc(C2CCCCC2)cc1 (stereo not given)	-39	·	0	·	-0.4	·	·	-1	-1.9	2
49	COc1ccc(NS(=O)(=O)c2cc([N+](=O)[O-])ccc2N/N=C\c2c(C)[nH]c3ccccc23)cc1	-50	-3	-2	-0.3	-0.4	1	12	-8	-6.4	12
56	COc1ccc(C2(C)NC(=O)N(CC(=O)NCC(=O)Nc3ccc(F)c(F)c3F)C2=O)cc1OC (stereo not given)	-4	0	2	-1.5	-1.0	-1	·	7	-0.4	-6
55	CC1=C(C(=O)N(C(C)C)C(C)C)CC(CC(=O)NCC2CCCCC2)C(=O)N1Cc1ccc(F)cc1 (stereo not given)	-10	·	0	·	4.3	·	·	·	-5.7	8
60	O=C(c1cc([N+](=O)[O-])ccc1N1CCOCC1)N1CCN(S(=O)(=O)c2cc(Cl)ccc2Cl)CC1	?	-34	-2	-0.9	1.1	-3	·	9	-0.6	7
